# MCF10A rereplic = A quantitative high throughput screen for small molecules that induce DNA re-replication in MCF 10a normal breast cells. MCF 10A DNA re-replication, Hoechst nuclear intensity, 48 h. Potency, µM (doses to about 46.1 µM), inactives show at the top dose activity, positive = re-replication, most hits filed as activators. actives 2.9% (n = 350,000). AID 624296, 2012; note: % of control where 0% means no effect; nearly all actives have a fitted effect of over 50% in size
# EPAC2 antagonist = qHTS for Antagonist of cAMP-regulated guanine nucleotide exchange factor 2 (EPAC2): primary screen; Rap guanine nucleotide exchange factor 4 (Homo sapiens), Q8WZA2; EPAC2 GEF exchange of Rap1B-BODIPY-GDP, fluorescence; Potency, µM (doses to about 114 µM), inactives show at the top dose activity, negative = inhibition, actives largely listed as inhibitors; actives 0.18% (n = 360,000); note: % is set by controls: 0 for no effect and ±100 for the full control effect; nearly all actives have a fitted effect of over 45% in size; many of its hits are not listed in these tables
# Target sequence (Q8WZA2 whole entry, looked up): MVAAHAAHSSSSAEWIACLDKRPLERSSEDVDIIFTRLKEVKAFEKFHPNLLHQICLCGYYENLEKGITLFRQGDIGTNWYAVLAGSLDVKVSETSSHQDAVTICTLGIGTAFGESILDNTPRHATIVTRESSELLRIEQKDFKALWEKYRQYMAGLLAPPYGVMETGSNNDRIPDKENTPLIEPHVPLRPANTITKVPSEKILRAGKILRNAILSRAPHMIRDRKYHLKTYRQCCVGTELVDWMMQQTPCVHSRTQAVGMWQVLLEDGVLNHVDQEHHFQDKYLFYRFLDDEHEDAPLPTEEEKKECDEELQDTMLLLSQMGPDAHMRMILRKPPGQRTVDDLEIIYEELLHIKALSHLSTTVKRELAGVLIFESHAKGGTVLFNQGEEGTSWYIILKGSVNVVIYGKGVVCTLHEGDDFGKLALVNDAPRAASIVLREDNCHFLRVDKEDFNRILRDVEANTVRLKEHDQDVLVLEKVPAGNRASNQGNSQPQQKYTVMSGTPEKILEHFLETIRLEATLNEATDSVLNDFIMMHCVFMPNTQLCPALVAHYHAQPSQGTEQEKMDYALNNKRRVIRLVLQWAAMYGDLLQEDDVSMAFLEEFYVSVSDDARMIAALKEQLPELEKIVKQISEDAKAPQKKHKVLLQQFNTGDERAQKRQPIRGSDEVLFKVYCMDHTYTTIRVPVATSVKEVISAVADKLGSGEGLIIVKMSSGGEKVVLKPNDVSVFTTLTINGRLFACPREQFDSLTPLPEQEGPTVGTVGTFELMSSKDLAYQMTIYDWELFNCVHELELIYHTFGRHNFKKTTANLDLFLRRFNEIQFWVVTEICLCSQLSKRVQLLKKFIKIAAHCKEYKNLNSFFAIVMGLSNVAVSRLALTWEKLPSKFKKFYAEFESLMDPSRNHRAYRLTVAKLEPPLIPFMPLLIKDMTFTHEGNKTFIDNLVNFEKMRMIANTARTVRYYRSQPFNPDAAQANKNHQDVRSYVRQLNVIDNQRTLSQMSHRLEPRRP
# TGFb SMAD3 inh = qHTS for Inhibitors of TGF-b | HepG2 CAGA-GFP TGF-b/SMAD3 reporter, GFP fluorescence, 18 h; TGF-beta stimulated, 500 pg/mL final | Potency, µM (titrated, usually from 46.1 µM), inactives show top-dose activity, negative = inhibition, usual class: inhibitors | actives 1.2% (n = 410,000) | AID 588855, 2011; note: % is set by controls: 0 for no effect and ±100 for the full control effect; nearly all actives have a fitted effect of over 65% in size
#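 Using HEPG2 CAGA-GFP reporter cells at 1000 cells/well, we pinned test compounds, stimulated with recombinant TGF-beta (500 pg/mL final) and measured total well GFP after 18 h.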
# Nrf2 activator = qHTS of Nrf2 Activators; AREc32 ARE-luciferase reporter (MCF7-derived line), luminescence, 24 h; Potency, µM (highest dose often 46.1 µM), inactives show at the top dose activation, hits mostly activators; actives 0.31% (n = 410,000); note: % of control where 0% means no effect; nearly all actives have a fitted effect of over 65% in size
#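 For detection, Steady-Glo was added and plates sat 30 min at RT; before that, AREc32_Fluc cells grown overnight in OPTI-MEM/5% FBS had been treated with 23 nL compound for 24 hr at 37 deg C.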
# ATXN2 expr inh = Primary qHTS for Inhibitors of ATXN expression; actives 0.72% (n = 360,000); HEK-293 ATXN2-luciferase reporter, luminescence, 24 h; Potency, µM (series often up to 57 µM), for inactives: top-dose activity change, negative = inhibition, actives largely listed as inhibitors; note: % is set by controls: 0 for no effect and ±100 for the full control effect; nearly all actives have a fitted effect of over 55% in size
#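 ATXN2-luciferase reporter cells (luciferase flanked by upstream and downstream ATXN2 gene portions) were treated 24 h at 37 °C with compounds at up to 57 uM. SteadyGlo luminescence gave expression; GF-AFC fluorescence gave viability.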
# S2 tox = Viability Counterscreen for Primary qHTS for Inhibitors of ATXN expression. S2 cells (HEK-293 line with an ATXN2-luciferase reporter) viability, CellTiter-Fluor protease fluorescence, 24 h. Potency, µM (highest dose often 56.7 µM), usual class: cytotoxic. actives 0.49% (n = 400,000). AID 651635, 2014; note: nearly all actives have a fitted effect of over 40% in size
# A549 viability = Nrf2 qHTS screen for inhibitors: counterscreen for cytotoxicity | A549 ARE-Fluc cells, CellTiter-Fluor viability, 18-24 h | Potency, µM (series often up to 46 µM), for inactives: top-dose activity change, negative = cytotoxicity, usual class: inhibitors | actives 0.16% (n = 390,000) | AID 504648, 2011; note: % is set by controls: 0 for no effect and ±100 for the full control effect
#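 Cytotoxicity counterscreen: CellTiter-Fluor fluorescence was measured in A549 ARE_Fluc cells after 18-24 h of compound exposure in a concentration series. The subsequent BugLite luminescent read reports ARE-luciferase activity.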
# Nrf2 block = Nrf2 qHTS screen for inhibitors. A549 ARE-Fluc reporter, luciferase luminescence, 18-24 h. Potency, µM (top dose mostly 46 µM), inactives show at the top dose activity change, negative = inhibition, usual class: inhibitors. actives 2.1% (n = 360,000). AID 504444, 2011; note: % is set by controls: 0 for no effect and ±100 for the full control effect; nearly all actives have a fitted effect of over 60% in size
#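 Reporter: ARE-Fluc in A549. Exposure: 18-24 h, 37 °C, 5% CO2, 5% FBS OPTI-MEM. Readouts: fluorescent cytotoxicity (CellTiter-Fluor), then luminescent Nrf2 signal after BugLite.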
# HepG2 viability = qHTS for Inhibitors of TGF-b: Cytotox Counterscreen. HepG2 CAGA-GFP viability, ATP luminescence, 18 h. Potency, µM (series often up to 46.1 µM), inactives show at the top dose activity change, negative = cytotoxicity, most hits filed as cytotoxic. actives 0.76% (n = 410,000); note: some results filed as inactive show a strong effect at the top dose
#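 CellTiter-Glo luminescence gave cytotoxicity after 18 hours at 37 degrees C. The cells were HepG2 CAGA-GFP in 1% FBS DMEM, stimulated with 500 pg/mL TGF-beta after compound addition. %Activity was normalised to no-cell wells (complete cell-killing) and DMSO (no toxicity), and curves were fitted and classified.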
# Numbers without * were called inactive; i = inactive; ? = inconclusive; / = no result given; & = joins results of further samples; [ ] = dose if it differs, or a comment. Calls come from the whole dose curve; as a rule, active = well fitted curve in the direction sought with a large enough effect; inconclusive = small, poorly fitted or top-dose-only effect, or another doubt; inactive = no such curve, though single readings can be large; an effect the other way counts as inactive or inconclusive. Potency is the fitted concentration of half-maximal effect. The list is partial. The share of hits here may be higher or lower than overall.
molecule	A549 viability	ATXN2 expr inh	S2 tox	HepG2 viability	MCF10A rereplic	Nrf2 activator	TGFb SMAD3 inh	EPAC2 antagonist	Nrf2 block
Nc1c(C(=O)c2ccccc2)oc2ccc([N+](=O)[O-])cc12	-5.2%	25.4%	i	3.6%	0.0%	5.1%	-12.2%	-4.3%	-4.9%
O=C(COC(=O)c1c(Cl)cccc1Cl)Nc1cccc(S(=O)(=O)NC2=NCCCCC2)c1	-3.9%	-14.9%	?	3.8%	4.0%	0.2%	2.3%	-8.6%	-0.6%
c1ccc(-c2ccccc2-n2cnnn2)cc1	-6.6%	-1.9%	i	-0.6%	11.1%	-0.1%	-7.8%	0.3%	0.7%
O=[N+]([O-])c1cccc(N/N=C/c2cccc(O)c2O)c1	-12.8%	-6.3%	i	-25.6%	-4.9%	16.3%	-23.3%	9.7%	?
O=C(O)c1ccccc1N/N=C/c1c(Sc2nnnn2-c2ccccc2)nc2ccccn2c1=O	-10.3%	/	i	-9.2%	27.4%	0.5%	188.3%[activator]	60.2%[activator]	-1.8%
N#C/C=C1\Sc2ccccc2C(=O)N1CC(=O)N1CCN(S(=O)(=O)c2ccccc2)CC1	-4.6%	9.8%	i	0.1%	?	?	41.4%[activator]	5.4%	12.9%
O=C(Cn1c2[n+](c3ccccc31)CC(O)CS2)c1ccccc1 (configuration not stated)	-4.3%	3.9%	i	-1.0%	0.0%	0.3%	1.1%	20.9%	-13.8%
CCN(Cc1ccccc1)C(=O)c1cccc(S(=O)(=O)N2CCN(c3ccccc3)CC2)c1	-3.2%	-24.2%	i	-26.8%	9.3%	0.0%	-10.4%	-4.3%	?
Cc1ccc(S(=O)(=O)NCc2ccccc2)cc1	9.5%	3.1%	i	-2.4%&-4.9%	-3.6%	0.1%	1.4%&-0.8%	-18.8%	3.1%
CC(C(=O)NC(N)=O)N1C(=O)NC(c2ccccc2)(c2ccccc2)C1=O (configuration not stated)	0.0%	10.2%	i	12.6%	1.7%	-0.6%	7.9%	8.5%	?
O=C(C(Cl)Cl)N1CCN(c2ccccn2)CC1	-8.7%	5.5%	i	7.6%	-1.5%	0.2%	-7.2%	-3.5%	-1.0%
COc1ccccc1C(=O)NNC1=NS(=O)(=O)c2ccccc21	5.8%	-7.2%	i	-2.6%	-0.1%	-0.5%	-3.5%	-2.8%	2.0%
COC(=O)c1cc(-c2ccc(OC)cc2)n[nH]1	0.0%	44.4%[activator]	i	-0.8%	6.5%	0.7%	1.1%	-1.9%	2.9%
COc1ccc(CC(=O)OCC(=O)Nc2ccc3c(c2)OCO3)cc1OC	0.1%	-5.2%[11.3 µM]	i	-1.0%	-4.4%	0.4%	?	8.1%	23.2%
O=C(CN1C(=O)C2(SCC(=O)N2c2cccc(Cl)c2)c2ccccc21)NCCc1ccccc1 (configuration not stated)	?	?	i	-19.9%	/	6.1%	11.2µM*	/	-60.2%
COc1ccc(OC)c(C(O)c2ncc(-c3cccc(C(F)(F)F)c3)[nH]2)c1 (configuration not stated)	/	6.4%	i	0.5%	/	0.0%	-22.1%	-17.1%	/
CCCCOC(=O)Nc1cc(C(=O)OC)ccc1C(=O)OC	-2.5%	-8.0%	i	-0.1%	0.3%	-0.6%	-9.8%	-8.6%	7.9%
Cc1ccc(-c2nnn(CC(=O)N3CCN(c4nc5ccccc5s4)CC3)n2)cc1	0.1%	3.9%	i	15.8%	-14.9%	0.4%	?	12.2%	16.1%
COc1cccc(N2CC(C(=O)Nc3c(C)cccc3C)CC2=O)c1 (configuration not stated)	1.6%	-2.1%	i	7.7%	5.3%	-0.8%	-5.1%	0.0%[57.1 µM]	12.0%
O=C(O)c1ccc(OCc2ccc(C(=O)O)o2)cc1	0.7%	57.5%[activator]	i	19.1%	1.6%	-0.6%	12.7%	9.8%	22.4%
NC(=O)C1(C(N)=O)OC1c1ccccc1 (configuration not stated)	10.8%	/	i	33.2%	-0.3%	-0.3%	10.7%	-0.4%	3.3%
COc1ccc(-c2cccc(CCC(=O)N3CCN(c4cc(C)ccc4C)CC3)c2)cc1	-2.1%	-10.5%	i	-11.0%	?	3.4%	?	4.6%	?
Cn1c(=O)c(C(=O)NCCc2ccccc2)c(O)c2ccccc21	2.7%	20.7%	i	-7.5%	-1.9%	0.2%[9.22 µM]	3.3%	10.8%	19.9%
S=P(N1CC1)(N1CC1)N1CC1	-1.2%	?	i	-3.2%	?	0.6%	3.1%	8.4%	-13.9%
CCC(C)[C@H](NC(=O)NCc1ccc(F)cc1)C(=O)O (some centres not stated)	1.1%	/	i	0.1%	29.5%	0.3%	12.7%	0.7%	8.2%
COc1cccc(OCC(=O)NC2CCS(=O)(=O)C2)c1 (configuration not stated)	-6.1%	-3.4%	i	16.6%	-5.1%	-0.7%	7.9%	9.4%	-2.4%
COCCN1Cc2cccc(C(=O)Nc3cccc(-c4nc5ccccc5[nH]4)c3)c2C1=O	?	?	?	-2.2%	?	15.0%	31.6%[activator]	-9.0%	?
CSCCC(NC(=O)c1ccccc1Cl)C(=O)N1CCN(C(c2ccccc2)c2ccccc2)CC1 (configuration not stated)	-2.4%	3.3%	i	18.9%	7.5%	-0.4%	-20.7%	5.9%	-18.7%
Cc1cc(C(=O)NNC(=O)CCC2CCCCC2)c(C)o1	-6.6%	/	i	-2.2%	-0.3%	-0.7%	1.3%	12.6%	?
COc1ccccc1NC(=O)COC(=O)COc1cccc2c1OC(C)(C)C2	0.3%	7.0%	i	12.5%	1.0%	-0.6%	8.9%	-4.0%	5.4%
CCOc1c(Br)cc(C(=O)Nc2cccc(S(=O)(=O)N3CCOCC3)c2)cc1OC	/	/	i	-10.6%	/	-1.3%	-10.8%	-15.7%	/
CCc1sc(C(=O)N2CCc3ccccc32)cc1C	14.6%	/	i	-11.8%	?	2.2%	-16.8%	-9.7%	?
Cc1ccc2c(c1)N(CC(=O)N1CCCCC1C)C(=O)CO2 (configuration not stated)	-11.7%	-15.6%	i	-3.8%	-5.8%	-0.1%	-12.9%	-6.2%	-4.7%
O=C1CCC(=O)N1c1ccc(NCCc2cccc(F)c2)c([N+](=O)[O-])c1	-18.6%	19.7%	i	2.8%	-10.9%	-0.8%	5.4%	4.9%	10.4%
CC1(C)CC(=O)C2=C(C1)N(c1cccc(O)c1)C1=C(C2)C(=O)CC(C)(C)C1	4.9%	3.5%	i	-2.6%	-0.8%	-0.7%	?	7.2%	5.9%
CC(C)C(=O)N1CCC(n2nccc2NC(=O)CCc2ccccc2)CC1	3.5%	9.3%	i	-5.9%	?	-1.0%	9.7%	7.8%	11.8%
Nc1[nH]nc2ncc3cc4ccccc4nc3c12	-8.6%	-35.9%	i	7.1%	2.0%	4.7%	?	-3.3%	2.6%
CN(C1=C(N2CCOCC2)C(=O)c2ccccc2C1=O)c1ccccc1	-15.8%	0.0%	?	-1.5%	9.7%	2.8%	10µM*	-10.2%	-0.5%
CN(C)c1ncnc2sc(-c3ccccc3)cc12	2.9%	9.8%	i	-0.7%	15.5%	?	-0.2%	-10.6%	8.7%
Nc1cc(C(F)(F)F)ccc1N1CCOCC1	0.3%	-9.9%	i	-9.4%	6.5%	0.3%	14.4%	-2.8%	-3.8%
COc1ccc(C(=O)N(C)C2CCN(C)CC2)cc1S(=O)(=O)Nc1cc(Cl)ccc1Cl	-4.0%	/	i	24.0%	0.0%	-0.8%	13.8%	-7.1%	6.1%
CCc1cc2c(=O)c(-c3nc4ccccc4n3C)c(C(C)C)oc2c(CN2CCN(C)CC2)c1O	1.3%	-1.1%	i	-28.6%	24.4%	0.1%	?	9.8%	-1.5%
COc1ccc(N2C(=O)C3C4C=CC(C4)C3C2=O)nn1 (configuration not stated)	-7.1%	4.9%	?	-10.1%	-2.3%	-0.4%	1.2%	1.5%	2.2%
CCCc1cc(C(=O)Nc2sc(C(C)=O)c(C)c2C(=O)OCC)no1	1.5%	-14.9%	i	3.3%	?	0.5%	-8.5%	5.8%	10.5%
COc1cc(CNC(=O)c2ccc(NC(=O)N3CCCCc4ccccc43)cc2)cc(OC)c1OC	-4.9%	8.5%	i	-2.4%	/	0.8%	?	/	?
O=C(c1ccc([N+](=O)[O-])cc1)N1CCOCC1	2.5%	7.0%	i	-6.6%	-24.3%	0.3%	2.9%	2.8%	-26.4%
O=C1c2cccc(Cl)c2C(=O)c2c1cccc2N1CCCC1	?	0.8%	i	-22.8%	24.7%	5.3%	0.0%	-8.8%	-6.3%
CCOC(=O)c1c(C)[n+](-c2ccc(C)cc2)c(CC)c2cc(OC)c(OC)cc12	-4.4%	/	i	-28.8%	22.0%	0.0%	-28.6%	6.1%	1.3%

# Sorted by heavy-atom count (smallest number first): 4 of the compounds above.
molecule	A549 viability	ATXN2 expr inh	S2 tox	HepG2 viability	MCF10A rereplic	Nrf2 activator	TGFb SMAD3 inh	EPAC2 antagonist	Nrf2 block
O=C(C(Cl)Cl)N1CCN(c2ccccn2)CC1	-8.7%	5.5%	i	7.6%	-1.5%	0.2%	-7.2%	-3.5%	-1.0%
CN(C1=C(N2CCOCC2)C(=O)c2ccccc2C1=O)c1ccccc1	-15.8%	0.0%	?	-1.5%	9.7%	2.8%	10µM*	-10.2%	-0.5%
COc1ccccc1NC(=O)COC(=O)COc1cccc2c1OC(C)(C)C2	0.3%	7.0%	i	12.5%	1.0%	-0.6%	8.9%	-4.0%	5.4%
COc1ccc(-c2cccc(CCC(=O)N3CCN(c4cc(C)ccc4C)CC3)c2)cc1	-2.1%	-10.5%	i	-11.0%	?	3.4%	?	4.6%	?
